# High-throughput results as filed in PubChem BioAssay.
# CatL inh = inhibitors of human cathepsin L; purified cathepsin L, fluorogenic substrate, fluorescence; actives 0.17% (n = 58,000); inhibition, %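 (tested at 10 µM)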; P07711; in the data active = inhibition above about 45%;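 also: 0% = enzyme with no compound and 100% = no enzyme blank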
# Target sequence (P07711 114-288 limits assumed): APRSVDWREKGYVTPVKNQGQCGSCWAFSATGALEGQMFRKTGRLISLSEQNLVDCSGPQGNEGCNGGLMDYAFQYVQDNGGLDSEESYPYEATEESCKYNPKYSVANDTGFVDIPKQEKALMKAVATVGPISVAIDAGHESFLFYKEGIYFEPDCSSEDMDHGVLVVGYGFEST
# Target sequence (P07711 292-333 limits assumed): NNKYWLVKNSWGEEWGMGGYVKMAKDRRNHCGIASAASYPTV
# PKA inh = PKA (human) kinase inhibition | P17612 | PKA Kemptide phosphorylation, Kinase-Glo ATP luminescence | inhibition, % at 6 µM | actives 0.1% (n = 65,000);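 active = inhibition above the screen-wide mean inhibition plus 3 SD, cut at about 21% in these data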; also: many of its hits are not listed in these tables
# CatG inh = inhibitors of human cathepsin G; AID 581; purified enzyme, AMC-tetrapeptide fluorescence, pooled mixtures; actives 0.2% (n = 62,000); P08311; inhibition, % at 5 µM (by protocol);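 active = inhibition above 20% in each of the two mixture wells holding the compound; inactive = inhibition of 20% or less in either well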;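 also: 0% = enzyme control without mixture and 100% = blank lacking enzyme; strong numbers were not always called active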
# Her2 expr inh = inhibitors of human Her2 kinase expression | P04626 | SKBR-3 HER2 protein level, AlphaScreen, 18-24 h; hits give low values | HER2 level % of control, % at 10 µM | actives 0.69% (n = 65,000) | AID 645;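 active = HER2 level under 5% of the carrier-only control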;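 also: 100% = DMSO carrier and 0% = 500 nM PU-H71 HSP90 inhibitor; lower value means stronger loss of Her2 protein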
# CatB inh = human cathepsin B inhibition; P07858; purified cathepsin B, fluorogenic substrate, fluorescence; inhibition, %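 (tested at 10 µM)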; actives 0.1% (n = 63,000); AID 453; in the data active = inhibition above about 21%;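 also: 0% = enzyme with no compound and 100% = no enzyme blank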
# CatS inh = human cathepsin S inhibition. P25774. recombinant cathepsin S, AMC dipeptide fluorescence, pooled mixtures. inhibition, %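 (tested at 5 µM per compound within 10-compound mixtures)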. actives 0.06% (n = 62,000); in the data active = inhibition above about 32%, passing the limit was not always enough;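 also: 0% = enzyme without compound and 100% = blank without enzyme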
# ROCK2 blocker = inhibitors of human Rho kinase 2. actives 0.35% (n = 60,000). AID 604. O75116. inhibition, % at 6 µM. purified ROCK2, Kinase-Glo ATP depletion luminescence;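 active = inhibition above the screen-wide mean inhibition plus 3 SD, cut at about 18% in these data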;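 also: plate controls were DMSO wells for no effect and Y-27632 control wells after no-enzyme background subtraction for full effect; many of its hits are not listed in these tables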
# C1s block = human complement C1s inhibition; P09871; purified C1s, fluorogenic AMC substrate, pooled mixtures; mean inhibition % of two 10-compound mixtures (hits give high values), % at 5 µM (by protocol); actives 0.16% (n = 62,000); AID 538;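 active = inhibition above 20% in each of the two 10-compound mixture wells holding the compound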;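 also: 0% = enzyme wells lacking compound mixture and 100% = no-enzyme blank wells; some compounds called inactive have numbers as strong as hits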
# Target sequence (P09871 16-437 limits assumed): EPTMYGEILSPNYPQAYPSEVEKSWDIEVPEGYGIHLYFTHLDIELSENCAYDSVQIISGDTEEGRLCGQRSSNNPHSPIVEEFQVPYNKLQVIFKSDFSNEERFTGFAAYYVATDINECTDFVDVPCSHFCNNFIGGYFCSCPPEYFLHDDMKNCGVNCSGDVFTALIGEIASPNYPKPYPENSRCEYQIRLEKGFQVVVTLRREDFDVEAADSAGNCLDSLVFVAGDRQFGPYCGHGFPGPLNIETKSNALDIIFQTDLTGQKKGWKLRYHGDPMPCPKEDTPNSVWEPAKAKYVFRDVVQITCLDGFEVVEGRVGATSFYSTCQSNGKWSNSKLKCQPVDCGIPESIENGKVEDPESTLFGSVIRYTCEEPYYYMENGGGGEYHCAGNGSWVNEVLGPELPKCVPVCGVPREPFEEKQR
# Target sequence (P09871 438-688 limits assumed): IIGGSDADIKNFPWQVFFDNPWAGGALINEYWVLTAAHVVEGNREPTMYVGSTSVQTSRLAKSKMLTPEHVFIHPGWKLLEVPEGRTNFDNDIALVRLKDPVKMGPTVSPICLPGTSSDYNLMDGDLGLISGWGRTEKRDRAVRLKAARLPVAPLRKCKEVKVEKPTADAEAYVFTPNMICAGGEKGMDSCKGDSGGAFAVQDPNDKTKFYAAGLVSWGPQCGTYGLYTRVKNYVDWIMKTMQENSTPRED
# CatB mixtures = inhibitors of human cathepsin B in compound mixtures; Purified cathepsin B, AMC dipeptide fluorescence; P07858; AID 488; actives 0.06% (n = 62,000); inhibition, %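 (ten-compound pools at 5 µM per compound and 50 µM total)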; in the data active = inhibition above about 22%, passing the limit was not always enough;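 also: 0% = enzyme without compound and 100% = no enzyme blank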
# * marks the source's active call; other numbers are inactive results; . = not tested or not shown. These rows are one share of the data (hit frequency here may not be typical).
SMILES,CatL inh,PKA inh,CatG inh,Her2 expr inh,CatB inh,CatS inh,ROCK2 blocker,C1s block,CatB mixtures
CN1CCN(c2ccc(NC(=O)COc3ccc(Cl)cc3Cl)cc2)CC1,1.6,8.5,12.1,132.1,1.2,4.0,6.6,5.6,-4.9
COc1cc(C2=NOC(C(=O)NCc3ccco3)C2)cc(OC)c1OC (stereo not given),13.2,10.1,-9.3,120.0,-0.7,-6.9,6.8,-38.1,-5.7
O=C(CC1Oc2ccccc2NC1=O)NCCCN1CCN(Cc2ccccc2)CC1 (stereo not given),17.8,-5.8,9.6,97.5,1.6,9.5,0.1,10.6,4.0
COCCn1c(C)cc(C(=O)CSc2nc3ccccc3c(=O)[nH]2)c1C,1.8,0.1,11.4,104.2,-1.2,-32.5,0.1,5.4,3.4
Cc1ccc(OCCn2c(C)c(/C=N/n3cnnc3)c3ccccc32)cc1,.,4.3,6.2,100.3,8.3,-7.1,-0.1,2.2,2.1
Cc1ccc2nc(NC3=NCN(CCc4ccccc4)CN3)nc(C)c2c1,-13.7,1.6,8.6,84.8,2.9,-1.6,4.3,13.3,2.5
CSc1nnc2c(n1)OC=Nc1ccccc1-2,10.3,9.8,14.5,100.4,6.8,0.4,6.3,17.4,3.1
Cc1ccc2cc(CCNC(=O)CC(C)C)c(=O)[nH]c2c1,.,-0.3,13.0,80.5,-0.1,6.7,4.4,-3.1,2.3
COc1ccc(-c2nc(C#N)c(NCCCN3CCOCC3)o2)cc1,-14.0,-16.8,-0.1,103.5,-4.8,6.7,0.0,-6.8,-1.5
COc1ccc2[nH]c(=O)c(CN(CCCN(C)C)C(=O)Nc3ccc(F)cc3)cc2c1,-13.1,10.2,8.0,100.6,1.9,-11.6,5.6,7.9,3.6
O=C(NC1CCCCC1)N(Cc1cc2cc3c(cc2[nH]c1=O)OCCO3)CC1CCCO1 (stereo not given),.,9.1,-1.3,100.0,7.9,-3.1,6.1,-6.0,-1.1
O=c1c2ccccc2nc(SCc2cccc(F)c2)n1Cc1ccco1,11.9,8.1,3.2,100.5,2.2,12.1,5.3,0.4,5.3
OCCN(Cc1ccccc1)Cc1ccc(F)c(F)c1,-2.4,6.3,-10.2,95.2,-1.9,-16.2,4.7,-67.3,-5.8
COc1ccc(NC(=O)N(CCCN2CCOCC2)Cc2cccnc2)c(OC)c1,6.2,8.5,7.5,115.4,2.4,6.0,6.5,-8.7,2.2
COc1ccc(N2CCN(C(=O)Cn3nnc(-c4cccs4)n3)CC2)cc1,-1.8,-0.1,-2.1,104.6,-2.2,-3.9,-3.0,1.2,-0.8
O=C(COc1ccc(Cl)cc1Cl)NCCCn1ccnc1,16.6,10.5,11.6,112.4,0.4,0.0,5.0,1.9,-6.1
CN1C(=O)CSc2ccc(NC(=O)NCc3cccnc3)cc21,1.1,0.3,-2.4,126.8,-4.7,13.1,57.8*,-13.3,2.7
Cc1ccc(C(c2nnnn2Cc2cccs2)N2CCN(C(=O)c3ccco3)CC2)cc1 (stereo not given),3.3,5.8,13.1,76.2,4.7,3.4,0.2,12.8,3.7
O=C(Nc1ccc(OC(F)(F)F)cc1)C1=NCCN1,16.9,5.7,-1.8,86.1,0.1,-2.0,.,0.1,-4.1
COc1ccc(OCCCC(=O)Nc2ccc3c(c2)OCO3)cc1,-10.5,-6.5,1.7,102.0,-3.8,-9.1,-1.6,-3.5,-4.5
CCOc1cc(C2C(C(=O)OCC(C)C)=C(C)N=C3SCCC(=O)N32)ccc1OC(C)=O (stereo not given),20.8,-1.3,6.7,97.7,5.8,12.1,-1.0,9.4,7.1
Cc1cccc(N2CCN(C(=O)Cn3ccc4ccccc4c3=O)CC2)c1C,-9.3,-4.5,7.8,85.5,0.3,-1.3,-0.1,7.6,3.3
CN1CCN(S(=O)(=O)c2ccc(NC(=O)c3cccs3)cc2)CC1,3.1,0.9,-5.2,90.1,4.0,-3.4,-1.8,-52.6,-2.9
Cc1cc(=O)[nH]c(SCC(=O)Nc2nnc(CC(C)C)s2)n1,.,11.8,6.9,138.5,3.1,-6.8,3.5,9.2,-0.6
CCn1cc(C(=O)OCc2ccc(F)cc2)c(=O)c2ccc(C)nc21,3.0,1.4,0.7,89.5,-6.7,9.8,-5.4,4.0,6.8
C=CCSc1nnc2n(-c3ccccc3OC)c(=O)c3c4c(sc3n12)CCC4,17.1,-1.3,11.6,86.8,-3.8,0.1,-0.1,11.3,2.6
COC(=O)c1sc(NC(=O)c2ccco2)nc1C,1.3,1.8,-4.0,91.4,-3.6,-5.5,10.1,-74.3,3.3
COc1ccc(N2C(=O)CCC(C(=O)c3ccccc3)=C2C)cc1,7.0,7.0,6.2,100.4,0.5,-6.9,4.2,11.4,2.3
CCCC(=O)Nc1nn(CCC)c2nc3ccccc3cc12,-15.3,0.0,.,84.6,0.2,.,1.5,.,.
O=S(=O)(CCOc1ccccc1)c1nc2ccccc2[nH]1,7.5,8.3,9.6,72.9,0.9,8.6,4.5,-30.7,5.3
CCOc1ccc2cc(S(=O)(=O)N3CCOCC3)ccc2c1,-1.8,4.6,-1.9,102.0,7.5,12.4,-0.8,0.7,3.2
COc1ccc(-n2cnc3cc(NCc4cccs4)ccc32)cc1,.,4.0,0.1,81.6,.,10.5,-0.2,-22.5,7.6
CCSc1nnc(NC(=O)CSc2nc3c(c(=O)n2CCOC)SC(C)C3)s1 (stereo not given),6.5,7.3,-4.5,93.2,8.8,19.0,-4.0,-31.8,4.0
Cc1c(-c2nc(N)nc(Nc3ccccc3F)n2)oc2ccccc12,14.3,7.0,10.4,85.2,2.6,6.0,3.1,7.9,3.6
Cc1cc(C(=O)OCC(=O)NCc2ccco2)c(C)n1-c1ccc(F)cc1,-1.6,3.5,-1.2,68.2,-5.5,-10.6,1.5,-4.3,4.4
COCC(C)NCc1ccccc1C (stereo not given),2.1,10.1,8.5,92.1,5.0,-11.4,2.4,15.0,1.0
O=C(CCC(=O)N1CCCc2ccccc21)N1CCN(S(=O)(=O)c2ccccc2)CC1,-3.2,3.8,-2.7,81.2,3.6,-2.1,-1.9,-1.9,1.9
O=C1c2ccccc2C(=O)N1CCCP(=O)(O)CCc1ccccc1,.,5.9,6.4,115.1,-1.1,2.9,4.1,-3.8,-4.7
COC(=O)Nc1ccc(S(=O)(=O)N2CCCc3ccccc32)cc1,3.8,12.4,-0.2,47.2,0.8,2.2,7.6,-17.9,-5.8
O=C(CC1Oc2ccc(Cl)cc2NC1=O)NC1CCCCCC1 (stereo not given),-3.2,-7.3,-9.4,100.1,7.3,-23.3,0.8,-162.6,-4.8
Cc1occc1C(=O)Nc1cccnc1,-4.0,8.6,2.2,107.5,0.8,-6.9,5.6,-3.7,10.6
COC(=O)c1[nH]c2cc(OC)c(OC)cc2c1NC(=O)c1cccc(OC)c1,-2.3,9.6,28.1,101.8,-0.8,12.7,4.7,2.9,2.7
COc1cccc(-n2c(Cc3cc(=O)[nH]c(=O)[nH]3)nnc2SCC(=O)NC2CCCC2)c1,.,2.9,0.0,95.7,1.1,2.6,5.8,-16.4,1.7
CCCCOc1ccc(C(=O)Nc2ccc(S(=O)(=O)Nc3cc(C)on3)cc2)cc1OC,15.2,13.4,6.5,107.1,4.1,-4.9,8.1,13.4,-0.6
CCN(C1CCCCC1)S(=O)(=O)c1ccc(S(=O)(=O)NCCc2ccncc2)cc1,3.6,6.3,-14.1,78.2,2.2,2.4,2.9,-6.9,4.2
Cn1c2c(c(=O)n(C)c1=O)CN(Cc1ccco1)CN2,17.3,7.8,-11.4,122.5,2.0,12.0,3.2,-6.1,0.3
CCSC(C)CC1C/C(=N/O)c2c(CC)noc2C1 (stereo not given),-7.3,8.4,-8.4,107.8,-0.7,-10.7,1.9,-44.0,-1.9
COc1cccc(C2=NOC(C(=O)NCc3ccccn3)C2)c1 (stereo not given),1.2,3.1,2.4,136.3,-2.8,-2.8,5.7,-2.1,5.6
O=C(O)c1cccc2c1C(=O)N(C1CCCCC1)C2,-8.6,-0.6,-3.5,96.2,-7.4,-5.9,6.3,-7.5,1.3
CC(=O)N1CCN(c2ccc(NCc3ccc(C(C)C)cc3)cc2)CC1,.,5.3,11.7,140.9,.,9.0,1.6,16.5,-4.4
CCCC(=O)Nc1ccc(Cl)c(NC(=O)c2cccnc2)c1,19.3,11.0,-2.2,133.0,18.9,0.9,8.0,-11.9,-1.2
CCn1c(O)c(C=Nc2ccccc2)oc1=S,14.2,7.1,-3.1,68.6,-0.5,14.2,1.6,-7.8,6.7
O=C1C2C3CCCC3=C3CCCC3C2C(=O)N1c1ccc(Cl)cc1 (stereo not given),23.0,-3.5,25.7,183.6,0.9,4.5,-1.4,32.4,5.1
N#CCCN(Cc1cccnc1)C(=O)Nc1ccc(Cl)c(Cl)c1,-4.0,6.8,12.4,89.4,2.9,-4.3,16.1,13.8,4.6
Cc1ccc(-n2nc(C)c3c2OC(N)=C(C#N)C3c2ccccc2F)cc1 (stereo not given),6.9,10.4,10.2,67.6,6.6,1.5,5.3,9.0,4.0
Nc1nc(SCc2ccccc2)[nH]c(=O)c1-c1ccccc1,-17.9,3.9,0.2,55.9,-4.6,-4.1,8.8,7.7,2.3
Cn1c(=O)[nH]c(=O)c2c1nc(N1CCNCC1)n2CCOc1ccccc1,-2.4,11.9,-12.6,67.8,-1.0,7.0,4.6,-31.9,3.9
CN1CCN(Cc2nc3c([nH]2)c(=O)[nH]c(=O)n3C)CC1,7.2,-5.5,-1.4,76.1,-0.2,16.9,-0.5,-3.6,8.1
CN(C)S(=O)(=O)N(CCN1CCOCC1)Cc1ccccc1F,0.0,0.1,6.3,92.4,-0.1,6.0,5.0,9.6,1.9
Cc1ccc(C)n1-n1cnc2sc(-c3ccccc3)cc2c1=O,6.0,6.2,-12.3,144.3,0.0,-32.6,5.6,-111.1,-12.7

# 4 compounds drawn at random from those above, as already listed:
SMILES,CatL inh,PKA inh,CatG inh,Her2 expr inh,CatB inh,CatS inh,ROCK2 blocker,C1s block,CatB mixtures
CC(=O)N1CCN(c2ccc(NCc3ccc(C(C)C)cc3)cc2)CC1,.,5.3,11.7,140.9,.,9.0,1.6,16.5,-4.4
N#CCCN(Cc1cccnc1)C(=O)Nc1ccc(Cl)c(Cl)c1,-4.0,6.8,12.4,89.4,2.9,-4.3,16.1,13.8,4.6
O=C1C2C3CCCC3=C3CCCC3C2C(=O)N1c1ccc(Cl)cc1 (stereo not given),23.0,-3.5,25.7,183.6,0.9,4.5,-1.4,32.4,5.1
Cn1c(=O)[nH]c(=O)c2c1nc(N1CCNCC1)n2CCOc1ccccc1,-2.4,11.9,-12.6,67.8,-1.0,7.0,4.6,-31.9,3.9

# Next section.
SMILES,CatL inh,PKA inh,CatG inh,Her2 expr inh,CatB inh,CatS inh,ROCK2 blocker,C1s block,CatB mixtures
COc1ccc(C2(C(F)(F)F)NC(=O)N(C)C(=O)N2C)cc1 (stereo not given),13.9,10.6,1.1,.,0.4,15.0,.,3.2,0.0
O=C(CN(c1ccc2c(c1)OCCO2)S(=O)(=O)c1ccccc1)Nc1ccc2c(c1)OCO2,10.2,7.2,-1.8,84.2,5.3,8.9,7.0,-34.5,2.2
O=C(Nc1ccc(Cl)cc1F)C1CCN(S(=O)(=O)c2cccnc2)CC1,1.9,-4.7,-0.1,123.0,4.5,2.7,.,0.2,2.9
CCOCCCNC(=O)c1ccc(CS(=O)(=O)Cc2cccc(C)c2)o1,6.1,3.0,3.0,96.2,-3.7,-1.8,4.6,-32.5,5.0
O=C(Cn1nc(Cc2cccnc2)c2ccccc2c1=O)NCc1ccc2c(c1)OCO2,1.2,-0.9,-3.7,104.8,2.3,16.2,-3.8,-14.7,-1.1
CN1CCN(/C(=N\S(=O)(=O)c2ccc(F)cc2)c2ccccc2)CC1,1.0,-7.0,-3.6,93.3,-4.1,-12.2,-0.9,-28.9,-13.8
CCCCc1n[nH]c2c1/C(=N/O)CC(c1ccccc1)C2 (stereo not given),.,-6.2,-2.8,62.3,5.0,5.0,.,-1.8,-1.8
